STK33 kinase inh: inhibitors of human STK33 kinase | Q9BYT3 | purified STK33, MBP phosphorylation, ADP-Glo luminescence | inhibition, % at 10 µM | 0.073% of 320,000 active | AID 2661;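 active = inhibition at or above 25%, using the most active replicate where run in duplicate; inactive = inhibition below 25%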
Target sequence (Q9BYT3 whole entry, looked up): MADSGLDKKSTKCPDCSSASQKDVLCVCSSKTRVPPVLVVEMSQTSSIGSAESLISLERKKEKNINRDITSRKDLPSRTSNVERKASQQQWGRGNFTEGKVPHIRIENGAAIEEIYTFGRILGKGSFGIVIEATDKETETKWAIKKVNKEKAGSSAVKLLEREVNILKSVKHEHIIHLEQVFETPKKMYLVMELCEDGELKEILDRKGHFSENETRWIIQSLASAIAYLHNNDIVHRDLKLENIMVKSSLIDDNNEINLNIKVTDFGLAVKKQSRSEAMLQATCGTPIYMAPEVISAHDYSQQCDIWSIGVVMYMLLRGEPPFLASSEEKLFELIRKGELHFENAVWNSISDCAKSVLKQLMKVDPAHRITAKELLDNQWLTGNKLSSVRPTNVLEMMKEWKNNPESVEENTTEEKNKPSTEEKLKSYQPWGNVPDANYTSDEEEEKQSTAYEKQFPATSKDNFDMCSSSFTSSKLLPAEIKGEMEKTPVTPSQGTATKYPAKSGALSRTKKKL
Numbers without * were called inactive. Only part of the results is shown; count on the stated rates, not on these rows.

SMILES	STK33 kinase inh
CCCC(O)(c1ccc(CC)cc1)C(CN1CCOCC1)c1ccccc1 (stereo unspecified)	0.1
CCc1nc2ccccc2c(C(=O)Nc2ccc(C)cc2)c1C	-1.4
Cc1cc([N+](=O)[O-])c(C)cc1-c1ccc(/C=N/n2cnnc2)o1	-0.1
O=C(O)CSCC(=O)N1CCCN(c2ccc(C(F)(F)F)cn2)CC1	0.8
Cc1ccc(NC(=S)N2CCCC2)cc1C	-2.8
COc1ccc(-n2ncc(C(C)NS(=O)(=O)c3cc(F)ccc3C)c2C)cc1 (stereo unspecified)	-0.6
CCN(CC)CCC(=O)N1c2ccccc2Sc2ccc(NC(=O)OC)cc21	-0.7
COc1cccc(N2CCN(Cc3ccco3)CC2)c1	0.8
C=CCSc1nc2sc3c(c2c(=O)n1-c1ccc(C)cc1)CCN(C)C3	0.7
CN(C)c1ccc(-c2nc3cc(N)ccc3o2)cc1	0.2
NNc1nc2c(-c3cccc(C(F)(F)F)c3)nnn2c2ccccc12	0.3
COc1ccc(CN2CCNC(=O)C2CC(=O)NC2CCOCC2)c(F)c1 (stereo unspecified)	-0.1
CN1C(=O)N(c2ccc(Cl)cc2)C(C)(O)CC1(C)C (stereo unspecified)	0.1
COc1cc(CN2CCN(C(O)(c3ccccc3)c3ccccc3)CC2)cc(OC)c1OC	-1.1
COC(=O)CNc1nc(Cl)nc(NC2CCCCC2)n1	-0.3
COc1ccccc1NS(=O)(=O)c1ccc(NC(=O)c2[nH]nc(OC)c2[N+](=O)[O-])cc1	-1.0
Cc1cc(C)n(-c2ccc(NC(=O)C3CCCCN3C(=O)c3ccoc3)cc2)n1 (stereo unspecified)	-0.3
COc1ccc(CNC2CCCc3ccccc32)c(OC)c1 (stereo unspecified)	-2.7
Cc1ccc(Cc2nc3ccccc3[nH]2)cc1	-0.7
COc1ccc(OC)c(NC(=O)NCCc2c[nH]c3ccccc23)c1	0.0
COc1ccc(-n2nc3c(c2NC(=O)CCCl)CSC3)cc1	-5.5
C/C(=N/NS(=O)(=O)c1ccc(C)c(C)c1)c1c[nH]c2ccccc12	-1.1
COc1ccc(OC)c(NC(=O)CCN2C(=O)c3ccccc3C2=O)c1	-0.3
O=C(NCCN1CCOCC1)c1cc(Cl)ccc1Cl	-1.4
Cc1ccc(NC(=O)NC2CCCCCCC2)cc1	-0.9
Remaining list, next part:
SMILES	STK33 kinase inh
Cc1ccc(NC(=O)C2CC3CCC2C3)c(Br)c1 (stereo unspecified)	-2.8
NCC(=O)N1CCC(C(=O)N[C@@H](Cc2c[nH]c3ccccc23)C(=O)O)CC1	-1.4
COc1ccc(Cl)cc1NC(=O)CN(C)C(=O)C12CC3CC(CC(Cl)(C3)C1)C2	-1.3
CC1CCCCN1S(=O)(=O)c1cccc2nonc12 (stereo unspecified)	-0.2
COc1cc2c(cc1OC)CN(C(=O)CNC(=O)c1ccc(OC(F)F)cc1)CC2	-2.0
CC1=C(C(=O)OCCC(C)C)C(c2ccc3c(c2)OCO3)NC(=O)N1 (stereo unspecified)	-1.2
CSc1ccc(C2NC(=O)CCC2[N+](=O)[O-])cc1 (stereo unspecified)	-1.4
CCc1c(C)c2ccc(O)c(CN3CCCC3)c2oc1=O	-1.3
Cc1ccc(Cl)cc1NC(=O)C(=O)N/N=C/c1ccc2c(c1)OCO2	-3.6
O=C1C2CCCCC2C(=O)N1c1nccs1 (stereo unspecified)	-0.2
COc1ccc(CC(=O)N/N=C\c2cc(Br)c(O)c(Br)c2)cc1	-1.4
Cc1ccccc1C(=O)Nc1ccnn1C1CCN(CCCc2ccccc2)CC1	-0.3
Cc1cc(C)c(OCCCn2ccnc2)c(C)c1	-0.2
O=C(CCC(=O)Nc1ccccc1)NNS(=O)(=O)c1ccc(Cl)cc1	-1.6
CCC(C)c1ccc(NC(=O)c2ccco2)cc1 (stereo unspecified)	-2.7
CC(=O)N/N=C\c1ccccc1OC/C=C/c1ccccc1	-1.3
C/C(=N\NC(=O)c1cccc(Br)c1)c1cccnc1	-0.7
Cc1ccc(C(=O)C[n+]2ccccc2)cc1	-2.0
COCCCN(C(=O)c1ccccc1)c1nc(-c2ccc(OC)cc2)cs1	-2.3
COc1ccc(N2CCN(C(=O)c3[nH]c4ccc(OC)cc4c3C)CC2)cc1	-0.1
CCc1ccc(C(O)(C(C)C)C(CN2CCOCC2)c2ccccc2)cc1 (stereo unspecified)	-0.9
CC(=O)c1ccc(NC(=O)Nc2cccc3ccccc23)cc1	0.3
CCOc1cc2[nH]c(=S)n(Cc3ccc(C(=O)O)cc3)c(=O)c2cc1OCC	-0.8
Cc1cc(OCC(=O)Nc2ccc(CN3CCOCC3)cc2)ccc1Cl	0.6
Cc1ccc(C(=O)N/C(=C\c2ccco2)C(=O)N2CC(C)OC(C)C2)cc1C (stereo unspecified)	-1.0

Arranged by heavy-atom count (highest first): three of the compounds above.
SMILES	STK33 kinase inh
Cc1cc(OCC(=O)Nc2ccc(CN3CCOCC3)cc2)ccc1Cl	0.6
CC1=C(C(=O)OCCC(C)C)C(c2ccc3c(c2)OCO3)NC(=O)N1 (stereo unspecified)	-1.2
C/C(=N\NC(=O)c1cccc(Br)c1)c1cccnc1	-0.7

(cont.)
SMILES	STK33 kinase inh
Cc1ccc(C(O)(CNCc2ccccc2)c2ccccc2)cc1 (stereo unspecified)	-0.3
Cc1cccc(C(=O)Oc2ccc(/C=N/NC(=O)c3ccc(O)cc3)cc2)c1	-0.9
NS(=O)(=O)c1ccc(CCNC(=O)C2COc3ccccc3O2)cc1 (stereo unspecified)	1.3
COCCn1c(SCC(=O)Nc2ccc(OC)cc2OC)nc2ccccc2c1=O	0.8
CCOC(=O)c1c(SC)n(-c2ccccc2)c(=S)n(-c2ccccc2)c1=O	-0.6
Cc1ccc(NC(=S)N2CCN(S(=O)(=O)c3ccccc3)CC2)cc1	-0.6
COC(=O)C1=CN(c2cccc(Cl)c2)C=C(C(=O)OC)C1c1cccc(OC)c1	0.6
CN(C)CCNC(=O)c1cc2c(s1)-c1ccc(Cl)cc1SC2	4.1
CCn1c(=O)c(C(=O)NC(C)c2ccccc2)c(O)c2ccccc21 (stereo unspecified)	0.0
O=C(c1ccc2ccccc2c1)C1CCCN(C(=O)c2cccnc2)C1 (stereo unspecified)	-1.8
Cc1nc(-c2cccc(NC(=O)C(C)Oc3ccccc3)c2)cs1 (stereo unspecified)	0.8
Cc1nc(NC(=O)c2c(-c3ccccc3)noc2C)sc1C(=O)N(C)C	2.7
CCOc1cc(NC(=O)Nc2ccccc2)c(OCC)cc1NC(=O)CC	2.1
Cc1cc(=O)oc2c3c(cc(OCC(=O)NC(C)C)c12)OC(C)(C)CC3	-0.1
CC(C(=O)Nc1ccccn1)c1ccccc1 (stereo unspecified)	0.2
O=C1Nc2ccc(S(=O)(=O)NCCCO)c3cccc1c23	2.3
COc1ccc(/C=N/n2nnnc2N)c(OC)c1	-1.4
CCOc1ccc(C(=O)Nc2ccc(CN3CCOCC3)cc2)cc1Br	-4.3
COc1ccc(CNC/C=C/c2ccccc2)cc1	-17.8
CCC(=O)Nc1cccc(C(=O)N(Cc2ccccc2)Cc2ccccc2)c1	-0.9
C/C(=N\NC(=O)c1ccc2ccccc2c1)c1cccs1	1.1
C/C(=N\Nc1ccccc1)c1cccc(N)c1	-0.1
Cc1ccc2occ(/C=N/NC(=O)c3ccc(O)cc3)c(=O)c2c1	1.8
FC(F)(F)c1nnc2c3ccccc3c(Cl)nn12	-0.2
Cn1ccc(C(=O)NC(=S)Nc2ccc([N+](=O)[O-])cc2O)n1	2.0
(continued)
SMILES	STK33 kinase inh
CN(CC(=O)NCc1ccccc1)Cc1cccc(F)c1	-1.7
COCCC(=O)N1CCC(Oc2ccc(C(=O)NC(C)CCn3cccn3)cc2)CC1 (stereo unspecified)	0.1
CCCC(NC(=O)C(C)NC(=O)CO/N=C1\C=C2CCC3C4CCC(C(C)=O)[C@@]4(C)CCC3[C@@]2(C)CC1)C(=O)O (stereo partly specified)	-2.2
COc1ccc(NC(=O)NC(C)c2ccccc2)cc1 (stereo unspecified)	-1.0
CC(=O)c1ccc(NC(=O)C[n+]2ccc(N(C)C)cc2)cc1	-0.1
CCOc1ccc(C2/C(=C(\O)c3ccc4c(c3)OCCO4)C(=O)C(=O)N2CCN2CCOCC2)cc1OC (stereo unspecified)	-0.4
O=C(N[C@H](Cc1cc(=O)[nH]c2ccccc12)C(=O)O)c1ccc(Cl)cc1	-0.5
NNC(=O)c1oc2nc(-c3ccc(Cl)cc3)cc(-c3ccccc3)c2c1N	-0.8
Cc1cc(C)cc(NC(=O)CCNC(=O)c2ccc([N+](=O)[O-])cc2)c1	0.1
CC(=O)N(CCc1ccccc1C)Cc1cc2cc(C)ccc2[nH]c1=O	-1.4
CSCC[C@H](NC(=O)C1CCC(CNC(=O)[C@@H]2CCCN2C(=O)OC(C)(C)C)CC1)C(=O)O (stereo partly specified)	-0.9
COc1ccc(/C=C2/C(=O)N(c3ccccc3)N=C2C)cc1OC	0.7
NCCNC(=O)c1c(O)c2cccc3c2n(c1=O)CCC3	6.1
CCOc1cc(S(=O)(=O)NCCCN2CCOCC2)c(C)cc1C	-1.4
CC(=O)Nc1ccc(NC(=O)c2ccc(COc3ccccc3Br)o2)cc1	-1.2
Cc1cc(C)c[n+](CC(=O)c2ccccc2)c1	-0.7
CCn1c(=O)c(C(=O)NCc2ccc(Cl)cc2)c(O)c2ccccc21	-8.6
O=C(Oc1ccccc1)N1CCN(C(=O)c2ccco2)CC1	-0.3
CC(=O)NC12CC3CC(C1)CC(C(=O)N(C)Cc1cccc(Cl)c1Cl)(C3)C2	-0.6
COc1cc(/C=N/NC(=O)c2ccoc2C)ccc1OCCN1CCCCC1	0.5
O=C(CN1CCc2ccccc2C1)Nc1ccc(F)cc1	-1.2
Cc1ccccc1C(=O)Nc1ccnn1C1CCN(CC2CC=CCC2)CC1 (stereo unspecified)	1.3
Cc1nc(C(F)(F)F)ccc1C(=O)Nc1ccc2ccccc2n1	-0.9
Cn1cc(CN2CCC(n3nccc3NC(=O)C3CCCC3)CC2)cn1	0.0
CC(=O)N1CCN(c2ccc(NC(=O)c3ccc(F)cc3)cc2)CC1	-0.2
The results go on.
SMILES	STK33 kinase inh
Cc1ccc(S(=O)(=O)c2c(O)c3ccc(C(=O)O)cc3[nH]c2=O)cc1	-0.7
O=C(NCCN1CCOCC1)c1cccc(S(=O)(=O)N2CCCC2)c1	1.0
CCn1c(SCC(=O)Nc2cccc(OC)c2)nc2ccccc2c1=O	0.8
O=c1c2ccccc2oc2cc(OCc3cccc(F)c3)cc(O)c12	1.7
O=C(NN1CC(C(=O)OCc2ccc(Cl)cc2Cl)CC1=O)c1ccccc1 (stereo unspecified)	-0.2
Cc1ccc(C(=O)Cn2c(C(=O)OCCO)cc3ccccc32)cc1	-1.1
CC1CN(C(C)C)C(C)CC1OC(=O)c1ccccc1 (stereo unspecified)	-0.5
O=C(Nc1cccc(C(F)(F)F)c1)Nn1cnnc1	1.5
CSc1ncc(C(=O)Nc2ccc(Br)cn2)c(C)n1	-0.6
O=[N+]([O-])c1cccc(OCCN2CCC(Cc3ccccc3)CC2)c1	-0.8
O=[N+]([O-])c1ccc(CS(=O)(=O)c2ccc(Cl)cc2)cc1	-1.4
Cn1c(=O)c2c(nc(Oc3ccccc3N)n2C)n(C)c1=O	-0.4
Cc1ccc(NC(=O)NC2CCCCCCC2)cc1C	0.5
CC(=O)c1ccc(OCc2cc(C(=O)N(C)Cc3ccccn3)no2)cc1	0.4
C/C(=N\NC(=O)CCC(=O)NCc1ccccc1)c1ccco1	0.3
CC(=O)c1ccc(NC(=O)CN(c2c(C)cccc2C)S(C)(=O)=O)cc1	-0.8
CSCCOC(=O)C1=C(C)NC(=O)NC1c1ccc2c(c1)OCO2 (stereo unspecified)	-2.3
Cc1ccc(Cn2c(N3CCNCC3)nc3c2c(=O)[nH]c(=O)n3C)cc1	0.1
CN1CCN(c2nc(-c3ccccc3Cl)nc3ccccc23)CC1	-1.2
Cc1cc(C)c(S(=O)(=O)N2CCCC2=O)cc1N(C)S(C)(=O)=O	1.3
CCOc1ncccc1C(=O)NC(C)CCc1ccccc1 (stereo unspecified)	-0.4
C/C(=N/NC(=O)c1ccc(Br)s1)c1cccnc1	3.7
COc1ccc(Cl)cc1NC(=S)NCCc1ccc(F)cc1	-1.3
CC(O)CSc1nc2c(c(=O)[nH]c(=O)n2C)n1Cc1ccccc1Cl (stereo unspecified)	-0.8
CCn1cc(CCCC(=O)NCc2ccc(OC)cc2)c2ccccc21	0.7

Arranged by value in STK33 kinase inh (rising): some entries from above
SMILES	STK33 kinase inh
CC(O)CSc1nc2c(c(=O)[nH]c(=O)n2C)n1Cc1ccccc1Cl (stereo unspecified)	-0.8
Cn1c(=O)c2c(nc(Oc3ccccc3N)n2C)n(C)c1=O	-0.4
Cc1cc(C)c(S(=O)(=O)N2CCCC2=O)cc1N(C)S(C)(=O)=O	1.3

The listing picks up with the five entries that preceded the break.
SMILES	STK33 kinase inh
CCOc1ncccc1C(=O)NC(C)CCc1ccccc1 (stereo unspecified)	-0.4
C/C(=N/NC(=O)c1ccc(Br)s1)c1cccnc1	3.7
COc1ccc(Cl)cc1NC(=S)NCCc1ccc(F)cc1	-1.3
CC(O)CSc1nc2c(c(=O)[nH]c(=O)n2C)n1Cc1ccccc1Cl (stereo unspecified)	-0.8
CCn1cc(CCCC(=O)NCc2ccc(OC)cc2)c2ccccc21	0.7
Oc1ccc(Nc2ncnc3ccccc23)cc1	3.2
Cc1cc(C)cc(NC(=O)NC2CCCCCCC2)c1	-1.4
COc1ccc2c3c([nH]c2c1)C(C)N(CCC(=O)NN)CC3 (stereo unspecified)	1.5
Cc1cc(C)c2[nH]c(C(=O)N3CCC(n4nccc4NC(=O)C4CC4)CC3)c(C)c2c1	0.3
Cc1c(C(=O)Nc2ccc(S(=O)(=O)Nc3ncccn3)cc2)oc2ccc(F)cc12	1.5
Cc1ccc(NC(=O)NCc2ccccn2)c(C)c1	1.9
CCc1c(C(=O)NNC(=O)Nc2ccc3c(c2)OCO3)csc1C	-0.7
Cc1ccc(Cn2c(CCC(=O)O)nc3ncccc3c2=O)cc1	-1.2
CCN1/C(=C/c2ccc3ccccc3[n+]2CCCS(=O)(=O)[O-])C=Cc2cc(C)ccc21	2.5
COc1cc(OC)c(C(=O)/C=C/c2ccc(OCc3ccccc3)c(OC)c2)c(OC)c1	2.8
CCCCNC(=O)N1CCc2[nH]c3ccccc3c2C1	0.3
COc1ccc(C(=O)Cn2cnc3ccccc3c2=O)c(OC)c1	-0.2
CCN(CC)CCNC(=O)c1ccc(NC(=O)c2ccc(COc3ccccc3)cc2)cc1	-1.0
